From PubChem BioAssay
A3A deaminase = APOBEC3A ssDNA deaminase inhibitors, primary screen, selectivity assay for APOBEC3G inhibitor project, biochemical, FAM/TAMRA oligo cleavage fluorescence; DNA dC->dU-editing enzyme APOBEC-3A (Homo sapiens), P31941; recombinant A3A, FAM/TAMRA ssDNA deamination fluorescence; inhibition, % at 20 µM; 0.41% of 330,000 active; AID 493011, 2011;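 active = at least 40% inhibition at 20 µM here, with at most 30% in a related deaminase screen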;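 note: plate controls were A3A with DMSO for no effect and wells lacking A3A enzyme for full effect; some results filed as inactive read as strong as hits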
Target sequence (P31941 whole entry, looked up): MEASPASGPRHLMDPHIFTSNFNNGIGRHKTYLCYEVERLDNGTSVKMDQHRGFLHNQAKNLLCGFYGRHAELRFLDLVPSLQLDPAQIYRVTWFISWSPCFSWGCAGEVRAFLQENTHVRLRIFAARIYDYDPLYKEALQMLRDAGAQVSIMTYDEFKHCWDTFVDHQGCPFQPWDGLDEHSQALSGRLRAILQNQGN
mIAP activ = activators of mouse IAP, primary screen, biochemical, luminescence, uHTS. activation factor at 10 µM. muIAP, CDP-Star luminescence, 30 min; active compounds read high; 1 = vehicle-only enzyme signal, 0 = enzyme-free wells. 0.24% of 330,000 active. intestinal alkaline phosphatase [Mus musculus];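 active = activation factor of at least 2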; note: the source names both 10 and 20 µM as test concentration; values of inactives mirror those of a sister screen read the other way
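Assay system: mouse IAP enzyme / Compound: DMSO-dissolved test compounds / Timing: 30 min, room temperature / Measured by: luminescence from enzymatic CDP-Star hydrolysis / Control set: DMSO-only wells, enzyme-free buffer wells as negative control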
hIAP act = human IAP activators, primary screen, biochemical, luminescence, uHTS | Intestinal-type alkaline phosphatase (Homo sapiens), P09923 | purified human IAP, CDP-Star luminescence, 30 min; active compounds read high; 1 = vehicle-only enzyme, 0 = enzyme-free background | activation factor at 10 µM | 0.16% of 330,000 active | AID 2524, 2010;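 active = activation factor of the enzyme at least 2-fold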; note: the source names both 10 and 20 µM as test concentration; values of inactives mirror those of a sister screen read the other way
Target sequence (P09923 whole entry, looked up): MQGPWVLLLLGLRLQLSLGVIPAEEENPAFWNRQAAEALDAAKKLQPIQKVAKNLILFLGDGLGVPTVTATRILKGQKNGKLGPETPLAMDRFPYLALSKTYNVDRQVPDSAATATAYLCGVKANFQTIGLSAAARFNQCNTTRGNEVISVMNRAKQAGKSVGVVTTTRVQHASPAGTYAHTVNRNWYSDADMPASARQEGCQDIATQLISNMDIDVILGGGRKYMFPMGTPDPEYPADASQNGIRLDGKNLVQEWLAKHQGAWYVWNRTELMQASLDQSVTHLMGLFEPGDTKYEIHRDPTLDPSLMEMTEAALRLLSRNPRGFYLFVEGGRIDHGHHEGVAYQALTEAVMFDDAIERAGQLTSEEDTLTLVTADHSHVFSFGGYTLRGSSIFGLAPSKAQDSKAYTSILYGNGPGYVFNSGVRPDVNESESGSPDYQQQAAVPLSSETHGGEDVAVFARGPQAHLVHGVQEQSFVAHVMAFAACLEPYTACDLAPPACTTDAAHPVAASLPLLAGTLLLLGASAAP
SENP1 FRET inh = human SENP1 catalytic domain inhibitors, primary screen, biochemical, FRET, uHTS; inhibition, % at 10 µM; recombinant SENP1 catalytic domain, CyPet-SUMO1-YPet FRET cleavage; 0.21% of 360,000 active; AID 624204, 2012; Sentrin-specific protease 1 (Homo sapiens), Q9P0U3;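 active = inhibition at least 30% at 10 µM, raw YFP signal under a set limit, fluorescence ratio 0.5 to 1.5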;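 note: 0% = enzyme with DMSO and 100% = no enzyme wells; some results filed as inactive read as strong as hits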
Target sequence (Q9P0U3 419-644 limits assumed): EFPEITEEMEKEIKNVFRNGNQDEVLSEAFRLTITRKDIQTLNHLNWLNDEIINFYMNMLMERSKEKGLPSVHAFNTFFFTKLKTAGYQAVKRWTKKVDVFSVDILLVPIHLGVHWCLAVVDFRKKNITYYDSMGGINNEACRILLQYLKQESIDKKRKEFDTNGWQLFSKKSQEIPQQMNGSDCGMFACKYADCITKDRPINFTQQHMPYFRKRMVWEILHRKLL
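Assay system – human recombinant His6-tagged SENP1 catalytic domain enzyme · Input – SENP1 enzyme, 20 pM final · Buffer or medium – Tris pH 8 buffer plus EDTA, NaCl, BME, BSA, NP40, catalase · Schedule – 50 min reaction at room temperature · Technique – FRET read of cyan and yellow fluorescence · Control set – no-enzyme wells low, DMSO-plus-enzyme wells high control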
MIN6 prolif = inducers of MIN6 beta-cell proliferation, primary screen, ATP luminescence, uHTS. MIN6 cells proliferation, ATPlite luminescence, 48 h; cells starved in 0.2% serum; 100% = growth in 10% serum. proliferation, % at 10 µM. 0.29% of 330,000 active. AID 2380, 2010;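 active = compounds whose signal lies at least 3.5 SD above the mean of all wells on their plate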;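 note: 0% = DMSO-treated cells in low-serum medium and 100% = 10% serum control; some compounds called inactive have numbers as strong as hits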
NLRP3 yeast inh = NALP3 inflammasome inhibitors in reconstituted yeast, primary screen, luminescence, uHTS | 0.39% of 330,000 active | inhibition, % at 10 µM | Yeast reconstituted NLRP3/ASC/caspase-1, beta-gal luminescence, 24 h | AID 2825, 2010;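 active = inhibition of 50% or more; inactive = inhibition below 50%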;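 note: plate controls were induced DMSO wells for no effect and uninduced yeast grown without galactose for full effect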
hIAP block = human IAP inhibitors, primary screen, biochemical, luminescence, uHTS | purified IAP, CDP-Star luminescence, 30 min | inhibition, % at 10 µM | 0.12% of 330,000 active | AID 2544, 2010;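 active = inhibition reaching a set limit with compound at 10 µM in the primary screen, cut at about 35% in these data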;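 note: plate controls were DMSO wells with enzyme for no effect and no-enzyme buffer wells for full effect; values of inactives mirror those of a sister screen read the other way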
mIAP inh = inhibitors of mouse IAP, primary screen, biochemical, luminescence, uHTS. intestinal alkaline phosphatase [Mus musculus]. purified mouse IAP, CDP-Star luminescence, 30 min. inhibition, % at 10 µM. 0.2% of 330,000 active. AID 2806, 2010;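 active = inhibition of at least 40% at 10 µM in the primary screen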;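 note: plate controls were DMSO with enzyme for no effect and no enzyme wells for full effect; values of inactives mirror those of a sister screen read the other way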
A3G deaminase = APOBEC3G DNA deaminase inhibitors, primary screen, biochemical, fluorescence, single-stranded DNA substrate, uHTS. 0.28% of 330,000 active. recombinant A3G, ssDNA deamination FAM/TAMRA fluorescence. inhibition, % at 20 µM. DNA dC->dU-editing enzyme APOBEC-3G (Homo sapiens), Q9HC16. AID 493012, 2011;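 active = inhibition of at least 40% at 20 µM, with no more than 30% in the related APOBEC3A deaminase screen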;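 note: plate controls were DMSO wells with A3G for no effect and wells lacking A3G enzyme for full effect; some compounds called inactive have numbers as strong as hits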
* marks the source's active call; other numbers are inactive results; . = no result given. A portion of the library; the hit share may differ from the screen's.

no.	Molecule	A3A deaminase	mIAP activ	hIAP act	SENP1 FRET inh	MIN6 prolif
1	Cc1ccccc1NCC(=O)N/N=C\c1ccc([N+](=O)[O-])s1	3	0.68	1.2	1	-6
2	CSc1cccc(NC(=O)COC(=O)C2(c3ccccc3)CC2)c1	0	1.2	1.1	0	-3
3	COc1cccc(/C=N/Nc2nc(-c3cccnc3)nc3ccccc23)c1	-1	0.98	0.42	-5	-1
4	CCn1c(C)[n+](CCOC(C)=O)c2cc(Cl)c(Cl)cc21	63*	1	0.98	0	1
5	COc1cc(OC)cc(-c2c(-c3cccs3)c3cc(-c4ccc(CN5CCOCC5)cc4)ccc3n2C)c1	-1	0.92	0.98	-27	-6
6	CC(C)(/C=N/NC(=O)CSCc1ccccc1Cl)CCC#N	-1	0.9	0.79	3	0
7	Cn1nnnc1SCCOc1ccc(C#N)cc1	-1	1	0.88	2	2
8	CCc1c(C2(O)CCCCC2)[nH]c2ncccc12	1	1	1	1	0
9	COC(=O)C1CCN(C(=O)c2oc3c(Cl)cc(C)cc3c2C)CC1	-1	0.95	1.1	0	12*
10	O=C(NCCC1=CCCCC1)c1ccc(F)cc1	3	1	0.99	-2	0
11	COc1ccc(C(=O)CSC#N)cc1OC	2	0.77	1.6	4	-5
12	COc1cc(NC(=O)c2cc(C)nc3ccccc23)cc(OC)c1	-1	1.1	1	2	-2

no.	NLRP3 yeast inh	hIAP block	mIAP inh	A3G deaminase
1	-6	-21	32	1
2	-3	-7	-17	0
3	24	58*	2	-1
4	-2	2	-4	22
5	10	2	8	-3
6	5	21	10	-6
7	0	12	-5	-1
8	8	-2	-2	-4
9	25	-10	5	9
10	-8	1	-1	-8
11	-6	-58	23	-1
12	9	0	-5	-11

Part of the list above, showing only mIAP inh and A3A deaminase:
entry | Structure | mIAP inh | A3A deaminase
9 | COC(=O)C1CCN(C(=O)c2oc3c(Cl)cc(C)cc3c2C)CC1 | 5 | -1
10 | O=C(NCCC1=CCCCC1)c1ccc(F)cc1 | -1 | 3
11 | COc1ccc(C(=O)CSC#N)cc1OC | 23 | 2
12 | COc1cc(NC(=O)c2cc(C)nc3ccccc23)cc(OC)c1 | -5 | -1

Following part:
no.	Molecule	A3A deaminase	mIAP activ	hIAP act	SENP1 FRET inh	MIN6 prolif
13	O=C(Nc1cccc(-c2ccc3nncn3n2)c1)C(F)(F)F	-1	0.97	0.87	1	-2
14	Cc1ccc(N(C(=O)CNC(=O)c2cccs2)C(C(=O)NC2CCCC2)c2ccncc2)cc1 (configuration not stated)	0	1	0.99	-1	0
15	C/C(=N\NC(=O)c1ccccc1)c1ccc2c(c1)OCO2	-7	1.1	1.1	1	-2
16	Cc1ccc(S(=O)(=O)N2CCCC2CNC(=O)C(=O)NC2CC2)cc1 (configuration not stated)	5	1.1	1.1	-1	2
17	COc1cc(N)c(Cl)cc1C(=O)OCC(=O)c1cccs1	0	0.93	0.95	0	0
18	CC(C)[C@H](NC(=O)c1ccccc1Cl)C(=O)OCC(=O)N1CCCCC1	-3	0.96	1.1	1	-2
19	O=C(NCCN1CCCCC1)c1ccc(=O)oc1	1	0.97	1.1	-3	-1
20	Cc1ccc(/C=C/C(O)=C2/C(=O)N(C)C3(C)CC2c2ccccc2O3)cc1 (configuration not stated)	0	0.94	0.91	-3	-5
21	O=C(/C=C/c1ccc(F)cc1)NC(Cc1c[nH]c2ccccc12)C(=O)O (configuration not stated)	0	1	1.1	0	-2
22	CCc1ccccc1-n1c(-c2ccncc2)n[nH]c1=S	-2	1	1	2	0
23	c1nnc(NC2=NCCC2)s1	-4	1	1.1	1	4
24	COc1cc(NS(=O)(=O)c2ccc(NC(=O)C3CCCO3)cc2)nc(OC)n1 (configuration not stated)	3	1	0.82	-1	2

no.	NLRP3 yeast inh	hIAP block	mIAP inh	A3G deaminase
13	0	13	3	-2
14	5	1	-3	1
15	-15	-14	-8	-10
16	14	-10	-8	6
17	11	5	7	-6
18	-4	-6	4	-7
19	20	-6	3	3
20	-2	9	6	-1
21	-4	-6	-1	2
22	17	-2	0	25
23	-16	-8	-4	-4
24	20	18	-2	-5

Remaining list, next part
no.	Molecule	A3A deaminase	mIAP activ	hIAP act	SENP1 FRET inh	MIN6 prolif
25	O=C(N1CCOCC1)C12CCC3CC(CC(C3)C1)C2	-4	0.92	1.3	2	2
26	CCCn1c(=O)c(C(=O)Nc2ccccc2C(=O)OCC)c(O)c2ccccc21	-1	0.82	0.93	2	-5
27	Cc1ccccc1-n1nnnc1SCC(C)C	3	0.95	0.83	1	-1
28	O=C(Nc1nccs1)c1cc(-c2ccccc2)nc2ccccc12	-1	0.91	0.88	-2	-1
29	O=C(Nc1ccccc1N1CCOCC1)c1cc2c(s1)CCCCC2	-3	1.1	1	2	-6
30	CCOCC(=O)Nc1ccc2c(c1)OCCO2	0	0.98	1	-1	-5
31	COc1cc(C2CC(=O)Oc3cc(O)ccc32)cc(OC)c1OC (configuration not stated)	7	1.1	.	0	.
32	CCNC(=O)NC(=O)C(C)SCc1ccccc1C (configuration not stated)	2	1	1.3	2	0
33	COc1cccc(N=c2oc3cc(O)ccc3cc2C(=O)NCC2CCCO2)c1 (configuration not stated)	6	0.91	0.84	-37	-2
34	COc1ccc(S(=O)(=O)N(Cc2ccco2)Cc2cc3ccccc3[nH]c2=O)cc1	1	0.89	0.87	-3	1
35	O=c1c2cc(Br)ccc2nc2n1CCCCC2	3	0.95	1.1	1	0
36	CCCN(CCO)Cc1cccc(Cl)c1	1	0.93	0.76	3	-1

no.	NLRP3 yeast inh	hIAP block	mIAP inh	A3G deaminase
25	13	-26	8	-5
26	19	7	18	-4
27	-16	17	5	0
28	12	12	9	-1
29	7	-4	-7	2
30	3	-2	2	-5
31	.	.	-6	4
32	1	-34	-1	2
33	24	16	9	-2
34	11	13	11	2
35	-12	-13	5	0
36	1	24	7	-10

(cont.)
no.	Molecule	A3A deaminase	mIAP activ	hIAP act	SENP1 FRET inh	MIN6 prolif
37	Oc1ccccc1-c1nnc(COc2ccc(Cl)cc2Cl)o1	-1	0.85	1.4	-1	-3
38	Cc1ccc(NC(=O)NCc2ccc3c(c2)OCO3)c(C)c1	-4	1	1.1	0	-1
39	CC1Cc2ccccc2N1C(=O)COc1ccc2c(c1)OCO2 (configuration not stated)	-6	1.1	1.2	0	-1
40	C[C@H](CO)N1C[C@H](C)[C@@H](CN(C)Cc2ccncc2)Oc2c(NS(=O)(=O)c3cn(C)cn3)cccc2C1=O	-3	0.98	1	-1	4
41	Cc1cc(N(C)C)nc(Nc2ccccc2)n1	-3	1	0.93	-1	3
42	O=C(NCc1ccccc1)C1=C[C@H](c2ccc(Br)cc2)C[C@H](OCc2ccc(CO)cc2)O1	1	1.1	1.1	-1	-7
43	S=C(NCCN1CCOCC1)N/N=C/c1c2ccccc2cc2ccccc12	-5	0.95	0.92	-22	-2
44	CCCCCCCCN1[C@@H](CC(=O)O)c2ccc(C(F)(F)F)cc2S1(=O)=O	5	1	0.91	2	-7
45	Cc1ccc(S(=O)(=O)c2cc(N3CCOCC3)nc(-c3ccccc3)n2)cc1	-3	0.99	1	0	-1
46	Cc1cc(OCc2cc(C(=O)N(Cc3nccn3C)C(C)C)no2)cc(C)c1Cl	-9	1.1	1.2	2	-4
47	CCN1CCN(S(=O)(=O)c2ccc(OC)c(Br)c2)CC1	2	1	0.94	-1	0
48	O=c1cc(-c2ccccc2Cl)oc2cccc(O)c12	-3	0.82	0.82	3	10

no.	NLRP3 yeast inh	hIAP block	mIAP inh	A3G deaminase
37	0	-36	15	-11
38	22	-12	-3	-4
39	31	-22	-14	-3
40	-5	-4	2	-3
41	8	7	0	-2
42	22	-5	-7	-1
43	-15	8	5	-9
44	11	9	0	-8
45	0	-4	1	-4
46	1	-23	-6	-3
47	18	6	0	2
48	14	18	18	-11

Remaining list, next part:
no.	Molecule	A3A deaminase	mIAP activ	hIAP act	SENP1 FRET inh	MIN6 prolif
49	Cc1cccc(NC(=O)Nc2ccc([N+](=O)[O-])cc2)n1	7	1	1	3	1
50	O=C(NC1CCCCCC1)c1cc2ccccc2oc1=O	-7	1.1	1.2	-1	0
51	CCCCNCC1C(Oc2ccc(Cl)cc2)C(=O)N1c1ccccc1C (configuration not stated)	-3	1	1.1	3	-5
52	O=C(Nc1cccnc1)c1ccc(Br)c(S(=O)(=O)N2CCCC2)c1	3	0.99	0.93	3	0

no.	NLRP3 yeast inh	hIAP block	mIAP inh	A3G deaminase
49	10	-2	-2	11
50	6	-21	-7	-4
51	8	-10	-4	-7
52	-3	7	1	-3

Single entries from the list.
#52 | NLRP3 yeast inh = -3
#50 | SENP1 FRET inh = -1
#49 | hIAP act = 1
